# KCNH2 3.1 inh: inhibitors of human KCNH2 3.1 potassium channel isoform. U2OS KCNH2 3.1, thallium flux FluxOr; hits give low values. activity change, % (tested at about 1.8 µM). 340,000 tested, 0.95% active;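 active means maximum activity change below -70%; inconclusive means maximum activity change from -70% to -50%; inactive means maximum activity change above -50%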;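 further: thallium influx rate constant from kinetic fluorescence after stimulation buffer; on the % scale 0 is the no-effect control and ±100 the full control effect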
#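 Measured as rate of thallium-driven FluxOr signal in transduced U2OS cells carrying the 3.1 channel, read kinetically for 2 min upon stimulation; values are rate constants scaled to DMSO control wells.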
# NPC1 prom act: activators of NPC1 promoter; Huh7 NPC1 promoter luciferase reporter, 24 h; Potency, µM (doses to about 9.22 µM), without a hit: at the highest dose activation, usual class: activators; 320,000 tested, 2.4% active; AID 485313;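 further: potency means the concentration at half of the fitted maximal effect; % of control where 0% means no effect; nearly all actives have a fitted effect of over 60% in size; reporter is driven by a mutant NPC1 promoter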
#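 Luciferase expression driven by the NPC1 promoter was measured in stably transfected Huh7 cells after a 24 h compound incubation, using a luciferase reagent and a luminescence read.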
# Tb PFK block: blocks T. brucei phosphofructokinase. T. brucei PFK, ADP-Glo luminescence. Potency, µM (highest dose often 57.5 µM), without a hit: at the top dose activity, negative = inhibition, hits mostly inhibitors. O15648. 330,000 tested, 0.17% active;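 further: potency means the concentration at half of the fitted maximal effect; 0% = uninhibited 1x PFK enzyme wells and -100% = no-enzyme wells; nearly all actives have a fitted effect of over 60% in size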
#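 In TEA buffer at pH 8.0 with 5 mM MgCl2, enzyme (1.25 nM) converted F6P (0.5 mM) and ATP (0.1 mM) for 45 min at room temperature. ADP product was read by luciferase luminescence.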
# Rab9 promoter act: activators of Rab9 promoter | AID 485297 | Huh7 Rab9 promoter-luciferase reporter, luminescence, 24 h | Potency, µM (doses to about 9.22 µM), without a hit: at the highest dose activation, negative = inhibition, usual class: activators | 320,000 tested, 2.8% active; further: potency means the concentration at half of the fitted maximal effect; % of control where 0% means no effect; nearly all actives have a fitted effect of over 60% in size
#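 Luminescence read-out: Huh7 cells stably expressing Rab9-luciferase, treated 24 h with compound at 37 °C, then lysed with luciferase reagent for 10 min at ambient before reading.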
# ELG1 genotox: genotoxicity induction in ELG1-luciferase HEK293T cells | HEK293T ELG1-luciferase reporter, luminescence, 16 h | Potency, µM (titrated, usually from 46 µM), without a hit: at the top dose activity change, positive = activation, actives largely listed as activators | 330,000 tested, 1.3% active; further: potency means the concentration at half of the fitted maximal effect; % of control where 0% means no effect; nearly all actives have a fitted effect of over 60% in size
#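 HEK293T cells expressing luciferase-tagged ELG1 were treated with compound or DMSO for 16 hr at 37°C. Luciferase activity was then read after 30 min with ONE-Glo at room temperature; rising signal flags genetic stress.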
# RORgamma inh: blocks mouse ROR gamma transcriptional activity; Potency, µM (highest dose often 53.6 µM), for the others: at the top dose activity change, negative = inhibition, hits mostly inhibitors; 310,000 tested, 5.4% active; P51450; Drosophila S2 Gal4-RORgamma UAS-luciferase reporter, 20 h; AID 2551; further: potency means the concentration at half of the fitted maximal effect; on the % scale 0 is the no-effect control and ±100 the full control effect; nearly all actives have a fitted effect of over 60% in size
# Target sequence (P51450 whole entry, looked up, the tested form may be a part): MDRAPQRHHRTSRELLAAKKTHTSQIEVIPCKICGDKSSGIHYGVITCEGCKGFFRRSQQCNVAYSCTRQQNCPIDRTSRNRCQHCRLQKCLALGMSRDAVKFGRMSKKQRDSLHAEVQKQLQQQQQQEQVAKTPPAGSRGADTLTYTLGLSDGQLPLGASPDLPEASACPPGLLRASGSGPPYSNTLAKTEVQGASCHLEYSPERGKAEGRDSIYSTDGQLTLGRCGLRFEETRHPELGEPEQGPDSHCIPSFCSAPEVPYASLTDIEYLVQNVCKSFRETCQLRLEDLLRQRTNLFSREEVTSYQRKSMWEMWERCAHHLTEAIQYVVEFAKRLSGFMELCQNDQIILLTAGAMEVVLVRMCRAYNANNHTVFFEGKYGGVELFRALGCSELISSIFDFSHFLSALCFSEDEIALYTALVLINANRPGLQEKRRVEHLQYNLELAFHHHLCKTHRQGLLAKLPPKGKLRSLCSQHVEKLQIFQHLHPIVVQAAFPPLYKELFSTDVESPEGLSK
#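 Luciferase reporter read in Schneider cells carrying Gal4-RORγ (mouse) and UAS-Photinus luciferase; cells given compound 1 h before 700 uM copper sulfate induction, then incubated 20 h at ambient temperature.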
# uPA generation: inhibitors of cell surface uPA generation. 330,000 tested, 0.31% active. Potency, µM (titrated, usually from 38.3 µM), without a hit: at the top dose activity change, negative = inhibition, hits mostly inhibitors. cell surface uPA generation assay, qHTS; active means well fitted inhibition curve with a large enough effect; inconclusive means small, poorly fitted or top-dose-only effect; inactive means no such curve, though single readings can be large or run the other way; tested in mouse RAW 264.7 cells; further: potency means the concentration at half of the fitted maximal effect; on the % scale 0 is the no-effect control and ±100 the full control effect; nearly all actives have a fitted effect of over 55% in size
# FLuc counter: firefly luciferase modulation, counter-screen for miR-21 project; purified FLuc, Km substrates, luminescence inhibition; 360,000 tested, 6.9% active; Potency, µM (series often up to 57.5 µM), without a hit: top-dose activity change, negative = inhibition, hits mostly inhibitors; P08659;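 further: potency means the concentration at half of the fitted maximal effect; plate controls were vehicle for no effect and reference inhibitor for full effect; nearly all actives have a fitted effect of over 55% in size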
# Target sequence (P08659 whole entry, looked up): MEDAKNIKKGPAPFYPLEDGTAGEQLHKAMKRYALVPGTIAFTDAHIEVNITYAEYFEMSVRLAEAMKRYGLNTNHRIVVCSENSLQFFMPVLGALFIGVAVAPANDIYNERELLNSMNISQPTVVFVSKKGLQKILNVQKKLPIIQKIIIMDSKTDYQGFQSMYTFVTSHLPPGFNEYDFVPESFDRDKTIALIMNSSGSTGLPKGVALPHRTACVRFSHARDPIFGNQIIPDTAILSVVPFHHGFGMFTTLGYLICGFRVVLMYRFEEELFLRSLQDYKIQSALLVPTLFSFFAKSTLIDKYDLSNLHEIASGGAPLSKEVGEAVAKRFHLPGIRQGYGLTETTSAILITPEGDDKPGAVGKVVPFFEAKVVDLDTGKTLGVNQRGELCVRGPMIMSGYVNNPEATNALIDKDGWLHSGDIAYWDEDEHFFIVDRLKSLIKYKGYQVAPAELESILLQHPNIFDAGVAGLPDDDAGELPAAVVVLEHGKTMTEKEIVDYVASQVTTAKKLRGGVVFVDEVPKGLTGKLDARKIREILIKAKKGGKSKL
#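 Purified P. pyralis luciferase (10nM final) with 10uM D-luciferin and 10uM ATP (Km levels) in 50mM Tris acetate pH 7.5, 10mM Mg acetate, 0.01% Tween-20, 0.05% BSA; qHTS 6-point titration, ~60 µM downward; luminescence read.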
# VP16 counter: inhibits Gal4-VP16 luciferase reporter, ROR gamma counter-screen; Drosophila S2 Gal4-VP16 UAS-luciferase, luminescence, 20 h; Potency, µM (doses to about 53.6 µM), for the others: at the highest dose activity, negative = inhibition, hits mostly inhibitors; 310,000 tested, 3.5% active; AID 2546;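 further: Gal4-VP16 expression switched on by copper sulfate through the metallothionein promoter; potency means the concentration at half of the fitted maximal effect; on the % scale 0 is the no-effect control and ±100 the full control effect; nearly all actives have a fitted effect of over 50% in size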
# Coupling enz: counter-screen for Giardia aldolase inhibitors: coupling enzyme system | 290,000 tested, 0.67% active | AID 2472 | activity change, negative = inhibition, % at 58.2 µM, hits read low | coupling enzyme system counterscreen, AmpLite Red fluorescence; in the data active means activity change below about -30%; further: on the % scale 0 is the no-effect control and ±100 the full control effect
#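 Compounds tested against the coupling enzymes alone at 57.5 uM final; readout was AmpLite Red fluorescence (525/598 nm) after 20 min at RT.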
# Giardia kill: kills Giardia lamblia; activity change, % at 7.66 µM, hits read low; 340,000 tested, 0.15% active; Giardia lamblia trophozoite viability; AID 540267; in the data active means activity change below about -80%; inconclusive means between about -30% and that limit;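 further: parasites exposed to compound for two days anaerobically before the ATP read; on the % scale 0 is the no-effect control and ±100 the full control effect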
#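 Luminescent ATP signal served as the viability read-out, measured 15-30 min after adding ATP detection reagent to trophozoites that had been incubated with compounds for 48 hrs at 37 deg C anaerobically at 100 cells/well.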
# * = called active by the depositor; ? = inconclusive; · = not tested or not shown; & = joins results of further samples; [ ] = another dose, or the depositor's remark. Unless noted, the call rests on the fitted dose curve; in most records, active means well fitted curve in the direction sought with a large enough effect; inconclusive means small, poorly fitted or top-dose-only effect, or another doubt; inactive means no such curve, though single readings can be large; an effect the other way counts as inactive or inconclusive.
SMILES,KCNH2 3.1 inh,NPC1 prom act,Tb PFK block,Rab9 promoter act,ELG1 genotox,RORgamma inh,uPA generation,FLuc counter,VP16 counter,Coupling enz,Giardia kill
CCOC(=O)C1CCN(Cc2c(O)c3ccccc3oc2=O)CC1,7,-4%,-1%,-4%,-4%,?,0%,5%,-12%,14,-1
CN(Cc1ccccc1)C(=O)CSc1nnc(-c2ccco2)n1-c1ccccc1,-17,0%,-4%,0%,-18%,37%,3%,-5%,-3%,1,11
COc1ccccc1C(=O)COC(=O)c1cnc(C)cn1,-3,2%,-1%,5%,-6%,·,-1%,5%,·,·,-7
CCN(CC(=O)Nc1c(F)cccc1F)C(=O)c1ccc(-c2ccc(C(C)=O)cc2)o1,3,-4%,6%,-5%,-2%,·,-19%,?,·,·,10
CNC(=O)NC(=O)CSc1cccc(C(F)(F)F)c1,-7,-4%,7%,-10%,0%,14%,0%,0%,4%,1,-12
CC(C)CN(C(=O)c1ccc(-n2cncn2)c([N+](=O)[O-])c1)C1CCS(=O)(=O)C1 (stereo unspecified),6,-5%,-3%,-3%,0%,·,1%,11%,·,·,7
COCCCNC(=O)COc1ccc(Br)cc1Cl,-11,?,-7%,?,?,30%,2%,?,14%,4,1
CN(c1ccccc1)P(=O)(N(C)c1ccccc1)N(C)c1ccccc1,-2,0%,2%,0%,-13%,?,-15%,5%,?,6,3
Cn1c(SCC(=O)N=Nc2c(O)[nH]c3ccccc23)nc2ccccc21,·,1%,-9%,2%,0%,?,·,3%,20%,1,·
COc1ccc(/C=C/C(=O)NCC(=O)N/N=C(/C)c2ccco2)cc1,-17,0%,1%,0%,1%,-2%,2%,?,-7%,1,12
Cc1ccc(-c2nnc(SCC(=O)NC3CCCC3)n2N)cc1,9,·,-1%,·,0%,·,-3%,·,·,·,6
O=C(NNC(=O)C1CCCN(c2ncccn2)C1)c1ccc(F)cc1 (stereo unspecified),-5,-4%,1%,4%,1%,-5%,1%,0%,-1%,0,-4
CC(=O)c1ccc(OCC(O)CN2CCc3ccccc3C2)cc1 (stereo unspecified),19,1%,1%,-3%,2%,0%,1%,0%,8%,5,-8
O=C(CNS(=O)(=O)c1ccccc1)NCC(=O)OCc1ccccc1F,17,-1%,0%,-2%,-1%,0%,0%,-2%,-9%,2,-14
O=C(Nc1cc(SCC(O)CO)cc([N+](=O)[O-])c1)c1ccc(-n2cnnn2)cc1 (stereo unspecified),-10,-1%,1%,1%,-5%,3%,0%,-3%,5%[10 µM],6,9
COC(=O)n1c(=O)oc2cc(S(=O)(=O)N3CCOCC3)ccc21,2,-1%,-2%,-1%,-2%,-8%,5%,-2%,1%,0,10
Cc1ccccc1NC(=O)COC(=O)COc1ccc2c(c1)CCC2,19,-1%,-8%,-6%,1%,·,10%,4%,·,·,21
O=C(NCCN1CCOCC1)c1cccc(S(=O)(=O)NCc2ccccc2)c1,8,2%,1%,-8%,1%,·,8%,2%,·,·,12
CCOc1ccc(NC(=O)CSc2nnc(Cn3cnc([N+](=O)[O-])n3)n2C)cc1,-13,1%,0%,-5%,1%,-31%,-6%,-2%,2%,-3,-6
CCCCN(C)CCNC(=O)c1ccc2c(c1)NC(=O)C(N1CCCCC1)S2 (stereo unspecified),-14,-3%,-1%,-15%,-2%,42%,2%,3%,-11%,5,5
Fc1ccc(-c2nc3c(-c4ccc(Cl)cc4)cnn3cc2CCN2CCOCC2)cc1,-21,-7%,1%,-15%,8%,-11%,8%,-1%,-11%,2,-19
Cc1ccc(-c2noc(CCC(=O)NCCN3CCc4ccccc4C3)n2)cc1,-8,1%,5%,-10%,-9%,29%,-6%,-14%,-5%,3,-6
C/C(=N/NS(=O)(=O)c1ccccc1)c1ccc(NC(=O)C(F)(F)F)cc1,-19,-3%,2%,0%,-2%,43%,2%,3%,-3%,2,-9
NC(=O)C1CCN(CC(=O)Nc2cccc(C(=O)Nc3cccc(C(F)(F)F)c3)c2)CC1,-5,-3%,-19%,-1%,-7%,?,4%,?,21%,-1,5
Cc1ccccc1NC(=O)CN(C)S(=O)(=O)c1ccc2c(c1)n(C)c(=O)c(=O)n2C,4,-5%,0%,-4%,1%,5%,-3%,0%,-10%,·,?
CCc1cc(=O)oc2cc(OC(C)=O)cc(OC(C)=O)c12,1,-5%,0%,-4%,-1%,8%,12%,-9%,6%,2,-6
CCOC(=O)C1=C(C)N(C)C(=O)NC1c1c(C)nn(-c2ccc(C)cc2)c1Cl (stereo unspecified),5,4%,-6%,0%,-2%,-16%,4%,-2%,-3%,2,4
S=C1NCCOCCOCCOCCN1,-32,0%,-6%,2%,2%,-25%,3%,1%,-6%,2,-6
Fc1ccc(C(c2nnnn2Cc2ccccc2)N2CCSCC2)cc1 (stereo unspecified),-13,-2%,-2%,-3%,-4%,14%,5%,11%,5%,0,0
O=C(O)CCCCC1CCSS1 (stereo unspecified),4,-4%,?,10%,1%,-18%,-3%,-20%,?,12&-2&2,-12
COc1ccc(-c2ccc(SCC(=O)NC3CCCCC3)nn2)cc1,-1,?,0%,2.2µM*,?,-12%,-3%,1.7µM*,-1%,0,-11
Nc1ncnc2c1ncn2[C@@H]1O[C@H](CN2CCCS2(=O)=O)[C@@H](O)[C@H]1O,6,·,-5%,·,0%,·,6%,·,·,·,-20
COc1ccc(/C=N\NC(=O)COc2ccccc2)c(C(=O)O)c1OC,·,-1%,0%,-1%,-2%,-2%,-1%,-1%,5%,1,8
N#Cc1c(Nc2ccccc2)s[nH]c1=O,15,2%,1%,1%,-2%,?,-8%,-1%,11µM*,9,-4
C[C@@H](NC(=O)c1[nH]cnc1C(=O)Nc1ccon1)c1ccccc1,-1,0%,5%,-2%,6%,·,-7%,-1%,·,·,?
Cc1ccc(C)c(OCC(=O)Nc2ccc(N3CCOCC3)cc2)c1,-6,1%,8%,-12%,-4%,21%,-4%,-9%,-9%,0,16
Cc1nn(C)c(C)c1NC(=O)COc1ccc(Cl)cc1,-1,-14%,-9%,-13%,-1%,·,-14%,-2%,·,·,26
CC1=NN(Cc2ccccc2)C(=O)/C1=C\c1ccc(N(C)C)cc1,-40,1%,?,-1%,7%,?,-6%,11µM*,?,-4,-10
Cc1ccc(-c2nnc3n2N=C(c2ccccc2)CS3)cc1,-3,-1%,-1%,-6%,7%,-18%,5%,2%,0%,4,-8
O=C(O)CN1C(=O)/C(=C\c2cc(Br)ccc2OCc2ccc(Cl)cc2Cl)SC1=S,9,27%,-12%,11%,0%,25%,5%,-5%,3%,16,1
COc1ccc(S(=O)(=O)N(C)C[C@H]2Oc3c(NC(=O)C4CC4)cccc3C(=O)N([C@H](C)CO)C[C@@H]2C)cc1,10,·,0%,·,1%,·,11%,·,·,·,-17
COc1ccc(C(CNC(=O)c2ccc(NS(=O)(=O)c3ccc4c(c3)OCCO4)cc2)N(C)C)cc1 (stereo unspecified),7,-5%,3%,-1%,1%,·,0%,3%,·,·,5
CCCCNC(=O)CSc1nc2cc3c(cc2c(=O)n1CCCN(CC)CC)OCO3,-5,-2%,-18%,1%,7%,-2%,2%,3%,2%,-1,4
O=C(N/N=C/c1ccc([N+](=O)[O-])o1)c1ccc(NS(=O)(=O)c2cccs2)cc1,18,-2%,0%,2%,-11%,33%,-2%,?,-4%,6,-24
Cc1ccc(NC(=O)CN2C(=O)S/C(=C\c3cc(Cl)c(OCC(=O)O)c(Cl)c3)C2=O)cc1,-14,0%,-2%,4%,-3%,20%[1.91 µM],12%,-11%,-5%,0,9
O=C(COC(=O)c1cnccn1)c1cccc([N+](=O)[O-])c1,8,12%,-1%,-8%,-3%,12%,-3%,-1%,1%,0,-8
COc1ccc2nc(C)cc(SCC(=O)N3CCCCC3)c2c1,15,1%,2%,2%,-13%,-7%,?,-10%,-5%,2,-1
CCOC(=O)Nc1nn(-c2ccc(C)cc2)c(=O)c(C#N)c1C,1,0%,-1%,1%,2%,-2%,0%,-3%,12%,0,-22
COc1cc(C#Cc2c(-c3cncn3C)n(C)c3ccc(-c4ccc(CN5CCOCC5)cc4)cc23)cc(OC)c1,7,·,8%,·,-4%,·,-15%,·,·,·,15
COc1ccccc1/C=N/NC(=O)C1=NNC(c2ccccc2)(c2ccccc2)C1,·,4%,2%,8%,0%,-29%,·,?,-4%,-4,·
CC(C)NS(=O)(=O)c1cc(F)ccc1CN1C(=O)c2cccnc2C1=O,-17,-5%,1%,-2%,0%,10%,3%,0%,6%,1,-11
CCOC(=O)C(=O)Nc1nnc(C2CCCCC2)s1,-7,-1%,-1%,-3%,5%,-13%,2%,?,-7%,8,-9
